HTRA1 inh: inhibitors of human serine peptidase HTRA1; recombinant HTRA1, FP-rhodamine activity-based probe, fluorescence polarization; Q92743; AID 504803; inhibition, % at 5.96 µM; 340,000 tested, 0.5% active; in the data active = inhibition above about 36%;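 also: 0% = enzyme with DMSO and 100% = wells lacking enzyme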
UHRF1 binding: UHRF1 methyl-DNA binding inhibition. Q96T88. UHRF1 binding to methylated oligo, TR-FRET. inhibition, % at 4.4 µM. 370,000 tested, 0.75% active. AID 687016; in the data active = inhibition above about 21%;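 also: UHRF1 SRA domain binding a hemimethylated CpG hairpin DNA probe; 0% = median of test compound wells and 100% = reference inhibitor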
Target sequence (Q96T88 whole entry, looked up, the tested form may be a part): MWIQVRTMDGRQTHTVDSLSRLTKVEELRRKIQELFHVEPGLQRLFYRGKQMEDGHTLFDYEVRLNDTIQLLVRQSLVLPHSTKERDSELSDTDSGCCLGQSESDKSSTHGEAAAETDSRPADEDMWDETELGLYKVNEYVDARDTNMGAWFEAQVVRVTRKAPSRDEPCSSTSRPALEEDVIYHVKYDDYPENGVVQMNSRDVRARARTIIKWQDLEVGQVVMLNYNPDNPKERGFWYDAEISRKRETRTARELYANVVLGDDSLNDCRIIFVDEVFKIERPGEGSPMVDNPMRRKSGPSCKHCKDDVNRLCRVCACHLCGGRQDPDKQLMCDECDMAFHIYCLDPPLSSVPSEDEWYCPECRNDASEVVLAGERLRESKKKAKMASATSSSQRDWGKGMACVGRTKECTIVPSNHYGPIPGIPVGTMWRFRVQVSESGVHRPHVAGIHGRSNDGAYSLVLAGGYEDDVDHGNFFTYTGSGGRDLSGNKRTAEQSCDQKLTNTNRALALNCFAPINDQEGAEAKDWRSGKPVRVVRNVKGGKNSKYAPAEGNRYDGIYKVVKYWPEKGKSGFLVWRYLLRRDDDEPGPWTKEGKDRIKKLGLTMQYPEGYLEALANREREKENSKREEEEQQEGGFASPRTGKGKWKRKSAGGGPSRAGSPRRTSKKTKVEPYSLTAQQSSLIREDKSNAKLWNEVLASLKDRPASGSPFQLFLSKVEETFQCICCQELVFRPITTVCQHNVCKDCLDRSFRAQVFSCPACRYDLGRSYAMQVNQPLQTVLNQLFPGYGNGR
MBD2 DNA inh: inhibitors of human MBD2 binding to methylated oligonucleotide. TR-FRET. inhibition, % at 4.4 µM. 370,000 tested, 0.31% active. AID 686964; in the data active = inhibition above about 13%
ABHD4 inh: inhibitors of mouse ABHD4. AID 720543. 370,000 tested, 0.54% active. Q8VD66. inhibition, % at 8.92 µM. purified mABHD4, FP-Rh probe fluorescence polarization;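 active = inhibition exceeding the mean over every tested compound plus 3 SD, cut at about 30% in these data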;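 also: 0% = plate median of compound wells and 100% = S159A mutant with DMSO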
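Assay system: wild-type mouse ABHD4 protein; compound: single nominal dose of 8.92 µM, 0.89% DMSO final; schedule: 45 min + 60 min at 25 °C; measured by: FP readout, ex 525 nm / em 598 nm; evaluation: % inhibition of FP-Rh probe binding versus controls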
PG9 Ab binder: PG9 antibody binding by small molecule; inhibition, % at 6.7 µM; TR-FRET gp120-PG9 antibody binding; 360,000 tested, 0.43% active; AID 624416; in the data active = inhibition above about 8.5%
rCAG binder: r(CAG) repeat RNA binding; TO-PRO-1 dye displacement fluorescence; inhibition, % at 3 µM; 370,000 tested, 1.3% active; AID 651821;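 active = inhibition above the plate cutoff, the mean of all test compounds on that plate plus 3 SD, cut at about 35% in these data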;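 also: 0% = DMSO alone and 100% = 100 µM mitoxantrone as full dye displacement; higher means more dye released from RNA so lower well fluorescence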
TCR-CD3 inh: inhibitors of human TCR-CD3 interaction | 360,000 tested, 0.37% active | inhibition, % at 9.4 µM | TAMRA-labeled TCR probe fluorescence, biochemical; in the data active = inhibition above about 19%;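 also: recombinant mutant TCR 2C K166C tagged with TAMRA read by polarization; 0% = receptor in buffer alone and 100% = receptor with positive control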
NR1D1 modulator: Rev-erb alpha (human) modulation. activity, % at 10 µM. 370,000 tested, 0.79% active. P20393. Rev-erbα–FITC-DNA binding, fluorescence polarization, 90 min;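 active = activity above about 14%, limit read from the data; passing the limit was not always enough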;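 also: 0% = DMSO wells with 35 nM protein and 100% = DMSO wells with 750 nM protein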
LEDGF integ inh: blocks HIV-1 LEDGF/p75-dependent DNA integration; TR-FRET IN-LEDGF/p75 DNA integration, Eu/Cy5; 370,000 tested, 0.64% active; inhibition, % at 3.7 µM; AID 743269;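 active = inhibition above the screen-wide mean plus 3 SD, cut at about 13% in these data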;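 also: signal is the Cy5 over europium emission ratio at 671 and 618 nm; 0% = plate median of compound wells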
PRMT1 FP inh: inhibitors of human PRMT1 | Q99873 | recombinant PRMT1, activity-based probe fluorescence polarization | inhibition, % at 2.79 µM | 370,000 tested, 1.3% active;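 active = inhibition above about 21% made by adding two undisclosed values, limit read from the data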
* = called active by the depositor; . = no result given; & = joins results of further samples.

nr	molecule	HTRA1 inh	UHRF1 binding	MBD2 DNA inh	ABHD4 inh	PG9 Ab binder
1	CC(NCCC(c1ccccc1)c1ccccc1)c1ccccc1 (stereo not drawn)	3	1	4	13	-1.5
2	CCN1CCN(CCOc2ccc(Cl)cc2)CC1	4	1	1	7	-2.5
3	CCN(CC(=O)Nc1ccccc1OC)C(=O)c1cccc(-n2cccc2)c1	-6	-3	-5	3	-1.9
4	CC1(c2nnc(-c3ccccc3)o2)CC(c2c(Cl)cccc2Cl)=NO1 (stereo not drawn)	-14	-4	3	2	0.5
5	CCN(CC(=O)Nc1c(F)cccc1F)C(=O)C1CCN(c2ncnc3sc(C)c(C)c23)CC1	-5	1	-1	6	-1.1
6	COc1ccccc1-c1nnc2sc(-c3cnccn3)nn12	-7	-3	2	2	-0.4
7	O=C(Cc1cccs1)N1CCN(S(=O)(=O)c2ccc(Cl)c(C(F)(F)F)c2)CC1	4	12	1	2	0.5
8	Cc1ccc(-c2nnc(-c3ccccc3)o2)cc1	-15	-2	-3	-4	0.6
9	Cc1cc(C)c(NC(=O)CCCN2CCOCC2)c(C)c1	-4	-3	-2	4	2.3
10	Cc1cnc(C(=O)OCC(=O)N2c3ccccc3CC2C)cn1 (stereo not drawn)	-3	0	3	0	-0.3
11	O=C(Nc1ccc2c(c1)C(N1CCOCC1)c1ccccc1-2)C(F)(F)F (stereo not drawn)	-6	2	0	-5	-2.2
12	O=[N+]([O-])c1ccc(-[n+]2nc(-c3ccccc3)nn2-c2ccccc2)cc1	32	12	5	-6	-3.8

nr	rCAG binder	TCR-CD3 inh	NR1D1 modulator	LEDGF integ inh	PRMT1 FP inh
1	5	3	-5&0	-4	-3
2	-5	3	1	0	0
3	7	-3	1	0	6
4	-1	6	0	-4	-2
5	0	-4	3	1	1
6	1	3	-4	1	-3
7	2	-2	4	1	3
8	0	-10	-5	-3	3
9	-4	-11	-1	2	-3
10	-2	2	-5	-2	1
11	1	-2	4	-2	1
12	-3	-6	8	-5	-2

A draw from above in order of SMILES length, descending.
nr	molecule	HTRA1 inh	UHRF1 binding	MBD2 DNA inh	ABHD4 inh	PG9 Ab binder
3	CCN(CC(=O)Nc1ccccc1OC)C(=O)c1cccc(-n2cccc2)c1	-6	-3	-5	3	-1.9
9	Cc1cc(C)c(NC(=O)CCCN2CCOCC2)c(C)c1	-4	-3	-2	4	2.3
8	Cc1ccc(-c2nnc(-c3ccccc3)o2)cc1	-15	-2	-3	-4	0.6

nr	rCAG binder	TCR-CD3 inh	NR1D1 modulator	LEDGF integ inh	PRMT1 FP inh
3	7	-3	1	0	6
9	-4	-11	-1	2	-3
8	0	-10	-5	-3	3

Further entries follow:
nr	molecule	HTRA1 inh	UHRF1 binding	MBD2 DNA inh	ABHD4 inh	PG9 Ab binder
13	COc1ccc(NC(=O)/C(C#N)=C\c2cc(OC)c(OCc3ccc(C(=O)O)cc3)cc2Br)cc1	6	2	-3	-4	-0.5
14	C=CCC1C=C(Cc2ccccc2)CC(CC=C)N1 (stereo not drawn)	6	-1	0	17	0.7
15	Oc1ccc2ccccc2c1/C=C/c1ccc2c(Br)cc(Br)c(O)c2n1	66*	-4	-2	34*	-2.1
16	CCOC(=O)C1CCN(C(=O)Cn2cc(C(=O)c3ccco3)c3ccccc32)CC1	-9	-4	-1	6	-0.6
17	CCC1CCc2sc(C(=O)N3CCCN(C)CC3)cc2C1 (stereo not drawn)	1	1	0	6	-1.3
18	CCCc1cc2c(cc1N(C)S(=O)(=O)c1ccccc1)OCO2	-9	0	-8	0	1.3
19	CC(=O)c1sc(-c2ccccc2Cl)nc1C	1	1	0	-4	-1.2
20	CC1CC(C)CN(S(=O)(=O)c2ccc3c(c2)oc(=O)n3CC(=O)NCc2cccnc2)C1 (stereo not drawn)	4	-1	0	0	-0.9
21	COc1ccc(C(CC(=O)N2CCCC2)C(C)C)cc1 (stereo not drawn)	1	-2	-3	-2	-0.4
22	CCOc1ccccc1Nc1nnc(C)c(=O)[nH]1	1	-4	4	0	1.0
23	COc1cc(CCCN2C(=O)C(=O)NC[C@@H]2c2ccccc2)cc(OC)c1OC	5	0	-5	7	0.8
24	COc1ccccc1NC(=O)COC(=O)Cn1cnc2c1c(=O)n(C)c(=O)n2C	0	8	-2	4	-1.8

nr	rCAG binder	TCR-CD3 inh	NR1D1 modulator	LEDGF integ inh	PRMT1 FP inh
13	2	-5	0	-3	3
14	0	5	-4	2	6
15	48*	-9	5	1	-5
16	-6	2	7	-1	3
17	-8	-1	-4	-2	8
18	-1	1	3	-1	-3
19	-6	-4	0	1	-1
20	3	-6	-2	-4	-1
21	1	2	-3	-3	1
22	-1	4	6	1	-2
23	-7	5	4	0	-2
24	2	7	-5	-2	-3

(further entries)
nr	molecule	HTRA1 inh	UHRF1 binding	MBD2 DNA inh	ABHD4 inh	PG9 Ab binder
25	O=C(COC(=O)c1ccc(Br)cc1)NCc1ccccc1	1	-5	4	-4	-0.3
26	C[C@H]1[C@@H](OC(=O)N2CCOCC2)CC[C@@]23CCCN2C(=O)CCC[C@@H]13	.	-2	0	1	.
27	CSc1nnc2ccc(-c3ccc(C)cc3)nn12	-1	0	-6	3	2.1
28	C=CCn1c(SCC(=O)N2CCc3ccccc3C2)nc2sc(C)c(C)c2c1=O	-8	-2	0	2	-0.5
29	COc1ccc(F)cc1-c1cc(C(=O)NCc2cccc(Cl)c2)[nH]n1	.	1	-2	9	0.6
30	Cc1cccc2c(=O)n3c(nc12)CCCCC3	13	-2	-1	-2	-1.9
31	CCC(=O)Nc1c(-c2ccc(C)cc2)c(=O)c2ccccc2n1C	7	-3	1	7	-1.5
32	O=C(NCc1ccco1)C(=O)NCC1OCCN1S(=O)(=O)c1ccccc1 (stereo not drawn)	3	2	1	6	-0.7
33	COc1ccc(NC(=S)N(CCCN2CCN(C)CC2)Cc2cccs2)cc1	-6	3	4	-4	-1.6
34	Cc1ccc(S(=O)(=O)N(C)CC(=O)N2CCOCC2)cc1	8	-1	-2	5	0.0
35	N#C/C(=C\c1ccc(Cl)cc1)C(=O)NC1CC1	-5	1	-4	-3	-1.9
36	CCOc1ccccc1C1CC(=O)Nc2cc(OC)c(OC)c(OC)c21 (stereo not drawn)	4	5	4	0	0.1

nr	rCAG binder	TCR-CD3 inh	NR1D1 modulator	LEDGF integ inh	PRMT1 FP inh
25	-4	2	1	8	-4
26	.	.	2	6	-4
27	-1	-2	-5	0	3
28	-3	9	4	2	-2
29	4	5	7	1	-1
30	0	1	-2	-3	-3
31	-1	-5	3	2	-2
32	6	0	-5	5	2
33	-5	-1	-2	0	0
34	-1	-2	3	-2	-1
35	1	14	-1	1	-2
36	1	-7	-3	-4	2

The results go on:
nr	molecule	HTRA1 inh	UHRF1 binding	MBD2 DNA inh	ABHD4 inh	PG9 Ab binder
37	CCCN(CCC)C(=O)Cn1c(=O)n(CCC(=O)NCCc2ccccc2)c(=O)c2ccccc21	13	-3	1	6	-1.1
38	N#Cc1c(NC(=O)/C=C/C(=O)O)sc2c1CCN(Cc1ccccc1)C2	4	11	6	-7	0.4
39	O=C(Cc1ccccc1)NNS(=O)(=O)c1ccccc1[N+](=O)[O-]	5	1	2	0	0.1
40	C=CCN1c2ccccc2[C@]23C[C@@H](C(=O)OC)N(C(=O)C4CCC4)C2=NC(C(=O)OC)=C(C(=O)OC)[C@H]13	-6	0	-4	-1	-0.1
41	Cc1ccc(C2NC(=S)NC3=C2C(=O)CC(C)(C)C3)cc1 (stereo not drawn)	-2	1	-1	2	0.1
42	CCC(=O)Nc1ccc2c(c1)ncn2-c1ccccc1C	-1	4	0	1	-0.8
43	Cc1ccc(CNC(=O)C2c3ccccc3C(=O)N3CCc4ccccc4C23)o1 (stereo not drawn)	3	-4	-5	0	1.2
44	C=CC1=CCN(S(=O)(=O)C(C)(C)C)[C@H]1CCO	-5	2	4	-14	-1.7
45	O=S1(=O)c2ccc(N3CCN(Cc4ccccc4F)CC3)cc2Oc2ccccc2CN1Cc1cn(Cc2ccccc2C(F)(F)F)nn1	.	-2	-7	3	.
46	CSc1cccc(-c2nnc(NC(=O)c3cccc(N4C(=O)CCC4=O)c3)o2)c1	6	-3	-6	-2	-1.2
47	Cc1c(OCC(=O)N2CCC(C(=O)NCCCC(=O)O)CC2)ccc2c1oc(=O)c1ccccc12	4	1	3	2	0.5
48	COc1ccc(-c2ccc3[nH]c4c(c3c2)CCN2C(=O)[C@@H]([C@H](C)O)[C@@H](N(C)C(=O)Nc3ccc(F)cc3)C[C@@H]42)cc1	-31	-3	0	9	-2.4

nr	rCAG binder	TCR-CD3 inh	NR1D1 modulator	LEDGF integ inh	PRMT1 FP inh
37	-3	-1	-7	-1	-4
38	13	1	-1	3	16
39	2	2	2	1	-2
40	-1	5	3	1	-1
41	2	1	1	-2	2
42	-3	7	.	1	-5
43	1	9	-6	0	2
44	9	0	-10	7	-1
45	12	.	3	2	4
46	16	-1	-9	3	-1
47	11	-6	-2	1	4
48	18	-16	-1	0	8

Complete entries as entered above.
CCC(=O)Nc1ccc2c(c1)ncn2-c1ccccc1C as listed: HTRA1 inh: -1; UHRF1 binding: 4; MBD2 DNA inh: 0; ABHD4 inh: 1; PG9 Ab binder: -0.8; rCAG binder: -3; TCR-CD3 inh: 7; NR1D1 modulator: .; LEDGF integ inh: 1; PRMT1 FP inh: -5
C=CC1=CCN(S(=O)(=O)C(C)(C)C)[C@H]1CCO as listed: HTRA1 inh: -5; UHRF1 binding: 2; MBD2 DNA inh: 4; ABHD4 inh: -14; PG9 Ab binder: -1.7; rCAG binder: 9; TCR-CD3 inh: 0; NR1D1 modulator: -10; LEDGF integ inh: 7; PRMT1 FP inh: -1

Ordered by value in MBD2 DNA inh (smallest number first): three from the list above
No.	molecule	MBD2 DNA inh
46	CSc1cccc(-c2nnc(NC(=O)c3cccc(N4C(=O)CCC4=O)c3)o2)c1	-6
42	CCC(=O)Nc1ccc2c(c1)ncn2-c1ccccc1C	0
39	O=C(Cc1ccccc1)NNS(=O)(=O)c1ccccc1[N+](=O)[O-]	2

The listing continues:
nr	molecule	HTRA1 inh	UHRF1 binding	MBD2 DNA inh	ABHD4 inh	PG9 Ab binder
49	O=C(NCc1ccccc1)C12CN(Cc3ccccc3)CC1C(c1cccc([N+](=O)[O-])c1)=NO2 (stereo not drawn)	-22	-2	3	-3	-1.5
50	O=S(=O)(NC1CC1)c1ccc(S(=O)(=O)N(Cc2ccccn2)C2CC2)cc1	2	6	-3	-3	0.0
51	CN(CC(=O)Nc1ccc(F)cc1)C(=O)c1ccc(-c2ccc(F)cc2)o1	-6	1	-4	-7	-1.0
52	Cc1cc(=O)[nH]c(SCC(=O)Nc2ccc(Cl)cc2)n1	.	1	0	0	.
53	COc1ccc(CC(=O)OCC(=O)Nc2c(C)n(C)n(-c3ccccc3)c2=O)cc1OC	9	-2	-3	2	2.3
54	COc1ccc(-c2cc(C(F)(F)F)nc(SCCC(=O)Nc3cc(C)on3)n2)cc1	4	3	0	-7	-1.8

nr	rCAG binder	TCR-CD3 inh	NR1D1 modulator	LEDGF integ inh	PRMT1 FP inh
49	3	4	-2	0	7
50	-3	4	3	2	-6
51	1	3	7	1	-3
52	1	.	0	-3	1
53	0	-1	-1	1	-3
54	-1	-5	5	0	-2

Screens deposited in PubChem by several laboratories.

A portion of the library (hit frequency here may not be typical).
